# MITF TRPM1 inh: inhibitors of MITF-driven TRPM1 promoter in melanoma cells; SK-MEL-5 TRPM1 promoter luciferase, 24 h; hit rate 0.83% among 330,000; inhibition, % at 12.5 µM; AID 488899;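 active means mean inhibition across replicates of 60% or more, whatever share of single replicates reaches that level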; further: values of inactives mirror those of a sister screen read the other way
# Shn3 inh set2: Schnurri-3 reporter inhibition in Clone20 osteoblasts | Clone20 osteoblast Shn3 3'UTR firefly luciferase, 24 h | inhibition, % at 12.5 µM | hit rate 0.52% among 360,000 | AID 588674;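 active means mean inhibition of at least 75% with every replicate also reaching 75%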;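 further: 0% = median of neutral control wells and 100% = pilot-screen positive control compound; some compounds past the cut are filed as inactive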
# KKLEB cytotox: reduces viability of KKLEB cystic fibrosis airway cells; KKLEB CF airway cells viability, ATPlite luminescence, overnight; hits give low values; cells stimulated with P. aeruginosa culture filtrate; hit rate 0.36% among 360,000; activity change (cytotoxicity), % at 5 µM;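 active means corrected activity change at or below -50% at 5 µM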
# TWEAK-Fn14 inh: blocks TWEAK-Fn14 interaction in a reporter cell assay. TWEAK-stimulated Fn14 reporter cells, luciferase luminescence, 8 h. AID 1159606. inhibition, % at 10 µM. hit rate 2% among 360,000; in the data active means inhibition above about 50%
# NR2E3 ag-1: activates human NR2E3 receptor. Q9Y5X4. CHO-S Gal4-NCOR/VP16-NR2E3 two-hybrid, luciferase. inhibition of corepressor binding, % at 3.98 µM. hit rate 0.35% among 360,000. AID 602229;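 active means inhibition above the mean of all tested compounds plus 3 SD, cut at about 70% in these data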;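 further: 0% = DMSO with NR2E3 transfected cells and 100% = cells lacking NR2E3 construct; higher means lower luciferase signal from less NR2E3 corepressor binding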
# Target sequence (Q9Y5X4 whole entry, looked up, the tested form may be a part): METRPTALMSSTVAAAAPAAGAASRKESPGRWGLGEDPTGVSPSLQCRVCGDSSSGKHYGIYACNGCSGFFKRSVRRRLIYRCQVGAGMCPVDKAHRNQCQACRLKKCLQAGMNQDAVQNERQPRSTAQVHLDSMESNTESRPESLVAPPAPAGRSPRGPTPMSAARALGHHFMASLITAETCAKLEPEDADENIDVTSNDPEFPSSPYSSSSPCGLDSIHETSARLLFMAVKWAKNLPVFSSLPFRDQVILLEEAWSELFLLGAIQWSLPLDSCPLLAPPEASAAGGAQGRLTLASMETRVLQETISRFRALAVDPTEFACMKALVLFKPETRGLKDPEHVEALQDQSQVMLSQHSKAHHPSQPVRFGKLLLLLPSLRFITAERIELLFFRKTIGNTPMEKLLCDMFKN
# HIF-2a inh: blocks HIF-2a reporter activity; 786-0 RCC cells HIF-2a reporter, luciferase luminescence, overnight; inhibition, % at 18.8 µM; hit rate 0.72% among 360,000;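 active means inhibition of the luminescence signal of 40% or more relative to plate controls, in a single-dose primary screen at 18.75 µM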
# Peg3 promoter: reduces Peg3 promoter-driven luciferase expression in HeLa. HeLa PEG-Prom luciferase reporter, luminescence, overnight. inhibition, % at 20 µM. hit rate 1.7% among 360,000;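 active means inhibition of at least 50% at 20 µM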
# CF NFkB inh: inhibitors of cystic fibrosis induced NF-kB. AID 588850. hit rate 0.86% among 360,000. inhibition, % at 5 µM. KKLEB NF-kB-GFP reporter, PAF-induced, GFP fluorescence overnight;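 active means at least 50% inhibition at 5 µM, scaled per plate between neutral and stimulator controls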;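 further: PAF is a Pseudomonas aeruginosa culture filtrate used as stimulus; plate controls were PAF-stimulated DMSO wells for no effect and unstimulated DMSO wells for full effect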
# NR2E3 ag-2: agonists of human nuclear receptor NR2E3 | Q9Y5X4 | GST-NR2E3/biotin-RetCOR TR-FRET, 1536-well | inhibition of corepressor binding, % at 4.78 µM | hit rate 0.12% among 320,000 | AID 2300;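 active means percent inhibition above the cutoff of mean plus 3 SD of all tested compounds, set per screening campaign, cut at about 20% in these data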;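 further: 0% = DMSO wells and 100% = biotin wells as full block of FRET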
#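 System: GST-tagged NR2E3 plus biotinylated RetCOR corepressor; Amount: 1.35 nM GST-tagged NR2E3 final; Dosing: single nominal compound dose of 4.8 µM; Schedule: 5 h incubation at 4 °C; Technique: TR-FRET with europium anti-GST and streptavidin-D2, 340 nm excitation; Controls: biotin wells as high control, 0.6% DMSO wells as low control.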
# iPSC survival up: increases survival of single human iPS cells; hiPSC single-cell survival, ATPlite luminescence; 100% = ROCK inhibitor wells, 0% = DMSO; survival enhancement, % at 20 µM; hit rate 0.044% among 360,000; AID 602274; in the data active means survival enhancement above about 18%;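 further: cells exposed to compounds for 16 hours before the ATP read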
# aDG glyco act: alpha-DG glycosylation activation | Pro5-aDG cells, alpha-DG glycosylation AlphaScreen (IIH6); 0% Pro5, 100% B10-LARGE cell signal | activation, % at 10 µM | hit rate 0.22% among 360,000;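 active means activation of at least 8% versus controls, or a plate z-score of at least 8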;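 further: Pro5 are CHO cells carrying HIG-tagged alpha-DG that lacks glycosylation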
# Starred values were filed as active, the others as inactive; nt = no result given.
1: Cc1ccc(CC2CC(=O)N(CC(=O)O)C2=O)cc1 (stereo not drawn)
2: COc1ccc(OC)c(N/C=C/C(=O)c2ccc(OC)c(OC)c2)c1
3: CCn1c(SCC(=O)Nc2ccc(N3CCOCC3)c(Cl)c2)nnc1-c1ccc(N)cc1
4: COc1ccc(S(=O)(=O)N2CCOC23CCN(S(=O)(=O)c2ccccc2)CC3)cc1
5: NC(=O)C1CCN(C(=O)c2cc(S(=O)(=O)N3CCOCC3)c(Cl)cc2Cl)CC1
6: O=C(O)CC/C(=N\NC(=O)c1ccc(F)cc1)c1ccc(Br)cc1
7: CC(=O)C1CCC2C3CC=C4N(C)C(=O)CCC4(C)C3CCC12C (stereo not drawn)
8: CC1=CC(=C(C#N)C#N)C=C(C)N1Cc1ccccc1
compound no.	1	2	3	4	5	6	7	8
MITF TRPM1 inh	2	-9	-4	-20	9	-8	-5	1
Shn3 inh set2	4	-17	15	21	-3	-14	9	-3
KKLEB cytotox	0	-6	20	-6	1	9	-9	17
TWEAK-Fn14 inh	-7	-34	-15	-2	-1	-6	-7	2
NR2E3 ag-1	-9	19	-10	5	1	-15	21	1
HIF-2a inh	14	-37	-15	5	10	-11	6	16
Peg3 promoter	4	-12	-55	3	2	-17	10	2
CF NFkB inh	-18	13	-19	3	-13	4	-13	-26
NR2E3 ag-2	-5	2	0	3	5	4	nt	5
iPSC survival up	0.2	-0.2	0.1	-0.5	0.7	0.9	5.9	4.1
aDG glyco act	0.2	-0.1	-0.1	-0.1	-0.2	-0.3	-0.2	-0.3

9: CCn1c(=O)c(C(=O)Nc2ccccc2)c(O)c2ccccc21
10: COc1cccc(-c2n[nH]c(=S)n2Cc2ccco2)c1
11: O=C(NCCNC(=O)c1ccc([N+](=O)[O-])cc1)c1ccncc1
12: O=C(NC1CC2CCCC(C1)N2C(=S)NCCc1ccccc1)C1CC1 (stereo not drawn)
13: CC(C)(C)c1cc(NC(=O)Nc2ccc(Br)cc2Cl)no1
14: Cc1ccccc1NC(=O)Cc1nc(COC(=O)COc2ccccc2C(C)C)cs1
15: Cc1ccc(C(=O)Nc2ncccc2S(=O)(=O)c2ccccc2)cc1
16: CCc1ccc(-c2nc(CS(=O)CC(=O)NCCCN3CCOCC3)c(C)o2)cc1 (stereo not drawn)
compound no.	9	10	11	12	13	14	15	16
MITF TRPM1 inh	-1	3	-37	-7	-22	nt	-96	5
Shn3 inh set2	4	14	-3	8	-17	11	-40	-20
KKLEB cytotox	9	13	4	8	2	4	-2	13
TWEAK-Fn14 inh	14	8	-7	0	-51	-5	-19	6
NR2E3 ag-1	12	-24	-16	-8	-23	-10	-23	-2
HIF-2a inh	-20	4	6	11	-133	2	-225	-21
Peg3 promoter	-30	6	-5	-73	-66	4	-262	-3
CF NFkB inh	-24	9	5	-18	17	-17	12	-11
NR2E3 ag-2	-1	-2	3	-1	4	2	nt	-4
iPSC survival up	0.3	-0.5	-2.4	-0.9	0.3	-0.5	-0.3	-0.5
aDG glyco act	0.2	-0.1	-0.3	0.0	0.8	0.0	0.0	0.0

17: Cc1ccc(-c2nnc(SCC(=O)NC(=O)Nc3ccc(C)cc3C)n2N)cc1
18: CCOc1ccc(S(=O)(=O)Nc2cccc(C(=O)NCC(C)(C)N3CCOCC3)c2)cc1
19: Cc1cc(-n2c(C)cc(C(=O)COc3ccccc3[N+](=O)[O-])c2C)no1
20: CC1(c2cccc(Br)c2)NC(=O)N(CC(=O)Nc2cccnc2Cl)C1=O (stereo not drawn)
21: CCCC[C@@H]1CNC(=S)N1CCCC
22: O=C(C[C@@H]1C/C=C\CCC(=O)OC[C@@H]2CCCN2C1=O)N[C@H](CO)Cc1ccccc1
23: CC1Oc2ccccc2OC1C(=O)Nc1nccs1 (stereo not drawn)
24: CC(=O)OC[C@H]1O[C@@H](Oc2cc(O)cc3oc(-c4ccc(O)cc4)cc(=O)c23)[C@H](O[C@@H]2O[C@@H](C)[C@H](O)[C@@H](O)[C@H]2O)[C@@H](O)[C@@H]1O
compound no.	17	18	19	20	21	22	23	24
MITF TRPM1 inh	-7	-3	-34	4	3	-2	5	1
Shn3 inh set2	18	7	-27	-5	-11	12	-9	-20
KKLEB cytotox	2	15	10	3	-5	10	-4	-19
TWEAK-Fn14 inh	-8	-4	-24	3	15	-1	9	12
NR2E3 ag-1	-4	-24	-46	-13	-24	-10	4	-8
HIF-2a inh	3	8	-179	6	20	-8	-45	12
Peg3 promoter	7	-3	-150	-2	9	13	-35	-7
CF NFkB inh	0	1	-9	13	8	-9	-5	-8
NR2E3 ag-2	0	1	1	2	2	nt	3	nt
iPSC survival up	0.2	-0.3	-1.7	-0.3	-1.1	2.8	-0.1	2.2
aDG glyco act	-0.3	-0.1	1.3	0.0	-0.1	0.0	0.1	-0.1

25: COc1ccc2[nH]c3c(NCCCOC(C)C)ncnc3c2c1
26: O=C(COc1ccc(S(=O)(=O)N2CCOCC2)cc1)Nc1cccc([N+](=O)[O-])c1
27: O=c1[nH]c(CN2CCN(S(=O)(=O)/C=C/c3ccccc3)CC2)nc2cc(Cl)ccc12
28: CON(C)S(=O)(=O)NC(=O)C1=C(N2CCCC2)COC1=O
29: CN(C)S(=O)(=O)c1ccc2nc(NC(=O)c3cccnc3)sc2c1
30: CCOC(=O)C1CCCN1C(=O)c1ccc(OC)c(Br)c1 (stereo not drawn)
31: O=C(Nc1nccs1)c1ccc(CSc2ccccc2)o1
32: COc1ccc(C(=O)N[C@H](C(=O)N2CCN(c3ccccc3F)CC2)C(C)C)cc1
compound no.	25	26	27	28	29	30	31	32
MITF TRPM1 inh	-1	5	-5	-8	-57	-12	-80	5
Shn3 inh set2	-25	4	28	6	-49	11	-105	16
KKLEB cytotox	8	-10	-24	-9	-7	-2	-1	9
TWEAK-Fn14 inh	3	-9	-3	2	10	8	6	4
NR2E3 ag-1	-147	-21	-15	18	-65	-15	-91	-6
HIF-2a inh	-174	9	50*	8	-224	13	-220	14
Peg3 promoter	-98	-4	44	-3	-171	11	-377	6
CF NFkB inh	2	2	-10	-16	16	-3	-25	-18
NR2E3 ag-2	0	-2	2	2	-2	2	2	0
iPSC survival up	-0.3	1.8	-0.3	1.2	-1.8	0.9	-0.4	0.0
aDG glyco act	0.5	0.4	0.5	0.1	-0.5	-0.1	0.4	0.0

33: CC(C)c1ccc2oc(-c3cc(N)ccc3O)nc2c1
34: CC(=O)N/N=c1\sc2ccccc2n1C
35: C[C@H](CO)N1C[C@H](C)[C@@H](CN(C)C(=O)Nc2ccccc2)Oc2ccc(NC(=O)Nc3ccc4c(c3)OCO4)cc2C1=O
36: C=CCn1c(CCC(=O)O)ccc1-c1ccccc1
37: O=C(CN1C(=O)c2cccc3cccc1c23)NCc1ccncc1
38: CC(=O)Nc1cccc(NC(=O)CSc2ccc(-c3ccccn3)nn2)c1
39: CCn1c(=O)cc(OCC(=O)N2CCN(C(=O)c3ccco3)CC2)c2ccccc21
40: CN(C)CCCNC(=O)/C(=C/c1ccc(-c2ccc([N+](=O)[O-])cc2)o1)NC(=O)c1ccccc1
compound no.	33	34	35	36	37	38	39	40
MITF TRPM1 inh	18	17	-8	-5	1	9	8	-9
Shn3 inh set2	29	-3	-1	-2	-3	14	-2	-7
KKLEB cytotox	-35	0	-3	-1	-4	0	-2	-5
TWEAK-Fn14 inh	81*	-5	-3	6	-7	-1	10	-10
NR2E3 ag-1	1	-22	0	7	-19	-28	6	-25
HIF-2a inh	23	0	-11	7	5	-20	0	11
Peg3 promoter	3	2	-5	11	6	1	-1	-15
CF NFkB inh	-4	-4	-14	-13	2	0	-24	-14
NR2E3 ag-2	-1	2	nt	9	0	3	-2	-1
iPSC survival up	-4.4	-0.1	2.7	1.0	8.0	-0.1	0.2	-0.5
aDG glyco act	0.1	0.3	0.0	-0.2	-0.1	0.1	-0.2	-0.3

41: COc1ccc(/C(N)=N/OC(=O)c2cccs2)cc1OC
42: Nn1c(=O)[nH]c2c([nH]c3ccccc32)c1=O
43: O=S(=O)(/N=C(/Nc1ccc(F)c(F)c1F)c1ccccc1)c1ccccc1
44: COCCn1c(C)cc(C2=NNC(=Nc3ccccc3)SC2)c1C
45: O=C(NNc1c(Cl)cccc1Cl)C1CCC1
46: O=C(NNC(=S)Nc1cccc(Cl)c1)c1ccccc1OC(F)F
47: Cn1cc(CN2CCCC(CO)(Cc3ccccc3)C2)cn1 (stereo not drawn)
48: O=C(CSc1nnc2ccccn12)Nc1ccccc1C(=O)NC1CC1
49: CCc1nnc(NC(=O)C(CC)CC)s1
50: CCN1CCN(CCCNC(=O)C(=O)c2c(C)[nH]c3ccccc23)CC1
51: CC1(C(=O)Nc2ccc3c(c2)OCO3)CCN1C(=O)c1ccccc1 (stereo not drawn)
compound no.	41	42	43	44	45	46	47	48	49	50	51
MITF TRPM1 inh	-85	20	11	-10	-1	15	6	5	-5	6	nt
Shn3 inh set2	-115	-6	-82	-16	-2	-15	-11	-8	-10	-9	4
KKLEB cytotox	6	-3	9	2	0	-6	5	-13	-2	1	1
TWEAK-Fn14 inh	-2	3	6	76*	-1	9	-2	5	-13	5	1
NR2E3 ag-1	-130	-10	-15	23	0	19	-14	7	2	-25	-16
HIF-2a inh	-293	21	4	-98	12	-52	-5	7	6	10	-17
Peg3 promoter	-254	2	4	-120	0	-13	4	3	10	3	-14
CF NFkB inh	-6	-5	16	-4	3	-2	-19	6	-12	10	-14
NR2E3 ag-2	3	-4	0	1	0	0	3	3	-3	0	nt
iPSC survival up	-0.3	-2.4	1.1	-6.3	-0.2	0.4	-1.2	-0.4	-0.3	0.0	-1.4
aDG glyco act	-0.1	-0.6	0.2	-0.1	0.0	0.1	-0.4	-0.2	0.0	0.0	0.0

# Gathered by group, the compounds so far with a Cl atom
3: CCn1c(SCC(=O)Nc2ccc(N3CCOCC3)c(Cl)c2)nnc1-c1ccc(N)cc1
5: NC(=O)C1CCN(C(=O)c2cc(S(=O)(=O)N3CCOCC3)c(Cl)cc2Cl)CC1
13: CC(C)(C)c1cc(NC(=O)Nc2ccc(Br)cc2Cl)no1
20: CC1(c2cccc(Br)c2)NC(=O)N(CC(=O)Nc2cccnc2Cl)C1=O (stereo not drawn)
27: O=c1[nH]c(CN2CCN(S(=O)(=O)/C=C/c3ccccc3)CC2)nc2cc(Cl)ccc12
45: O=C(NNc1c(Cl)cccc1Cl)C1CCC1
46: O=C(NNC(=S)Nc1cccc(Cl)c1)c1ccccc1OC(F)F
compound no.	3	5	13	20	27	45	46
MITF TRPM1 inh	-4	9	-22	4	-5	-1	15
Shn3 inh set2	15	-3	-17	-5	28	-2	-15
KKLEB cytotox	20	1	2	3	-24	0	-6
TWEAK-Fn14 inh	-15	-1	-51	3	-3	-1	9
NR2E3 ag-1	-10	1	-23	-13	-15	0	19
HIF-2a inh	-15	10	-133	6	50*	12	-52
Peg3 promoter	-55	2	-66	-2	44	0	-13
CF NFkB inh	-19	-13	17	13	-10	3	-2
NR2E3 ag-2	0	5	4	2	2	0	0
iPSC survival up	0.1	0.7	0.3	-0.3	-0.3	-0.2	0.4
aDG glyco act	-0.1	-0.2	0.8	0.0	0.5	0.0	0.1
